# HRas wt GTP – modulators of GTP binding to human HRas wildtype; GST-Ras wt beads, Bodipy-FL-GTP binding, flow cytometry; actives lie on both sides; GTP binding activity, % at 10 µM; hit rate 0.14% among 190,000; AID 759;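 active means GTP binding activity at least 20% away from the 100% baseline, either lowered as inhibitor or raised as activator; inconclusive means flagged as likely green fluorescent, judged across all proteins in the well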;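 further: 0% = unlabeled GTP competition control and 100% = no-compound control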
# Cdc42 wt – human Cdc42 wildtype GTP binding change, either direction. P60953. GST-Cdc42 beads, Bodipy-GTP binding, flow cytometry; actives lie on both sides. percent activity (GTP binding), % at 10 µM. hit rate 0.2% among 190,000;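 active means percent activity GTP binding at least 20 points away from the 100% baseline, either down as inhibitor or up as activator; inconclusive means compound flagged as likely green fluorescent from well-wide comparison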;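 further: median bead fluorescence of bound Bodipy-FL-GTP at 100 nM; 0% = excess unlabeled GTP control and 100% = no compound control; below 100% means less GTP binding so inhibitor and above means activator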
# Pf gamet viab – P. falciparum stage V gametocyte viability inhibition; AID 743093; P. falciparum stage V gametocytes, ATP luminescence, 24 h; inhibition, % at 10.9 µM; hit rate 0.065% among 150,000;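 active means inhibition above the mean plus 3 SD of compounds within the control limits, set per campaign, cut at about 38% in these data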;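 further: 0% = DMSO wells and 100% = medium only without gametocytes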
# ABCG2 inh – inhibitors of human ABCG2 transporter, ABCB1 counter-screen; Q9UNQ0; AID 1325; inhibition, % at 6.6 µM; hit rate 0.1% among 190,000; IgMXP3 cells, JC-1 efflux, flow cytometry;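 active means inhibition above 80%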;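 further: 0% = DMSO and 100% = nicardipine control wells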
#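 Assay system – ABCG2 IgMXP3 and barcoded ABCB1 CCRF-Adr cell mix · Input – 3 million cells/mL in well · Reagent – JC-1 fluorescent substrate · Compound – single test compound dose, 6.6 µM final · Timing – 10 min exposure at 25 °C with rotation, no wash · Detection – flow cytometry of retained JC-1 fluorescence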
# Rab7 wt modul – alters GTP binding to wildtype dog Rab7. GST-Rab7 beads, fluorescent GTP binding, flow cytometry; actives lie on both sides; untreated = 100%, excess cold GTP = 0%. GTP binding activity (percent of control), % at 10 µM. hit rate 0.055% among 190,000. AID 758;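 active means fluorescent GTP binding to Rab7 beads changed by at least 20 points from the 100% baseline, either direction, mostly lower; inconclusive means compound itself probably fluorescent, or too few beads counted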;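 further: median green fluorescence of bound Bodipy-FL-GTP per Rab7 bead population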
# Rab2A wt mod – changes GTP binding to wildtype dog Rab2A, up or down | P61105 | hit rate 0.19% among 190,000 | GST-Rab2 wt beads, Bodipy-GTP binding, flow cytometry | GTP binding activity, % at 10 µM | AID 760;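 active means GTP binding activity at least 20 points away from 100%, either lowered or raised; inconclusive means signal likely due to the compound's own green fluorescence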;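 further: 0% = beads with excess unlabeled GTP and 100% = no-compound control corrected for plate trend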
# Avidin fluor – avidin bead compound fluorescence profile; Avidin beads, compound fluorescence 488/530 nm, flow cytometry; stronger effect = higher value; fluorescence (KMESF) at 10 µM; hit rate 0.38% among 220,000; AID 1775; in the data active means fluorescence above about 47; further: inactives centre near 10
# Rac1 wt GTP bind – alters GTP binding to wildtype human Rac1. GST-Rac1 beads, fluorescent GTP binding, flow cytometry; actives lie on both sides; 0 = cold GTP competed, 100 = untreated. hit rate 0.27% among 190,000. P63000. GTP binding activity (% of control), % at 10 µM;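 active means GTP binding activity at least 20 points away from the 100% control level, either lower or higher; inconclusive means compound flagged as likely green fluorescent, judged across all proteins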
# ABCB1 block – blocks JC-1 efflux by human ABCB1 transporter; P08183; CCRF-Adr cells, flow cytometry; inhibition, % at 6.6 µM; hit rate 0.067% among 190,000; AID 1326; in the data active means inhibition above about 40%;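 further: 0% = vehicle and 100% = reference inhibitor; higher value means more JC-1 retained so stronger ABCB1 efflux block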
# Target sequence (P08183 whole entry, looked up): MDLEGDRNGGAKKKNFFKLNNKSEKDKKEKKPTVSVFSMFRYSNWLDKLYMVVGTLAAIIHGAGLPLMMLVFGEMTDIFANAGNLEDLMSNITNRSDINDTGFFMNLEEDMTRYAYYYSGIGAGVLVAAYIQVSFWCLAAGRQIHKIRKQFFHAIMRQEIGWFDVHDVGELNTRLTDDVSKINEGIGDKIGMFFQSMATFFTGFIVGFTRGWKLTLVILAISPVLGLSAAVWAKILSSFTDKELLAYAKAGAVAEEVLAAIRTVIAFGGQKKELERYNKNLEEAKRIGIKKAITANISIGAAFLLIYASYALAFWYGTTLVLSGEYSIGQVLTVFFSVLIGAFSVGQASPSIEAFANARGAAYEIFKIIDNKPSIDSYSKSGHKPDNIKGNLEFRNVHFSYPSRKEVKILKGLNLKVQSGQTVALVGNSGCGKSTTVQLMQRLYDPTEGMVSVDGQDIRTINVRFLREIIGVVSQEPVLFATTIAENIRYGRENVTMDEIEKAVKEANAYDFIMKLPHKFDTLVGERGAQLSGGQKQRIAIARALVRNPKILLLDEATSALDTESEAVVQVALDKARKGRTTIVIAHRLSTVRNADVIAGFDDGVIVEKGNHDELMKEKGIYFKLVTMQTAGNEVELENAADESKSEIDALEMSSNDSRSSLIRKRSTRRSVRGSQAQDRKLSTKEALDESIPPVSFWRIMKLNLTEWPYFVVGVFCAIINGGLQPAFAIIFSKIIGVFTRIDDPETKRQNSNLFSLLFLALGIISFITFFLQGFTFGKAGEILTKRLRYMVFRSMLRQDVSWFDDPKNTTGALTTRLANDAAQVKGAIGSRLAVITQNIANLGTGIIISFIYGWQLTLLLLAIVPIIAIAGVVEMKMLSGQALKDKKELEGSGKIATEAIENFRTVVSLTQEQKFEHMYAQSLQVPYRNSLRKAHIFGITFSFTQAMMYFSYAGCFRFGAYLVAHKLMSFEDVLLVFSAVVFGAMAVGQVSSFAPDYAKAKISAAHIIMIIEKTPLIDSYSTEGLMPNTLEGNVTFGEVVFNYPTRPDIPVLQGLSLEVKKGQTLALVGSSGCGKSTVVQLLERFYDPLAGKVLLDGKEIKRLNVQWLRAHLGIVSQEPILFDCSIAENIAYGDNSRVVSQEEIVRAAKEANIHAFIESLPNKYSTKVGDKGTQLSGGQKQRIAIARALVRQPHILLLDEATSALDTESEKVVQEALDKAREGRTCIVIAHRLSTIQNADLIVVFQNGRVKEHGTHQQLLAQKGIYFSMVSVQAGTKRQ
# Rac1 mut GTP – modulators of GTP binding to human Rac1 activated mutant. P63000. GST-Rac1 activated beads, fluorescent GTP binding, flow cytometry; actives lie on both sides; 100% means binding = to untreated wells. percent activity (GTP binding), % at 10 µM. hit rate 0.11% among 190,000. AID 764;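 active means GTP binding at least 20 percentage points away from the 100% baseline, in either direction, so actives lie on both sides; inconclusive means Compound likely fluorescent itself, or too few beads counted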
# GSH bead fluor – compound fluoresces at 488/530 nm on GSH beads. GSH beads flow cytometry, compound fluorescence 488/530 nm; stronger effect = higher value. fluorescence (KMESF) at 10 µM. hit rate 0.25% among 190,000. AID 1776; in the data active means fluorescence above about 89;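 further: glutathione beads carrying GST-tagged Bcl family fusion proteins plus one bare bead set; values are compound well signal with DMSO vehicle wells as background; inactives centre near 16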
# * hit, by the source's call; ? = inconclusive; nt = no result given.
# Values run as follows: HRas wt GTP, Cdc42 wt, Pf gamet viab, ABCG2 inh, Rab7 wt modul, Rab2A wt mod, Avidin fluor, Rac1 wt GTP bind, ABCB1 block, Rac1 mut GTP, GSH bead fluor
COc1ccc(S(=O)(=O)Nc2cccc(NC(C)=O)c2)cc1
 : 103.0, 105.0, 1.6, 7.8, 97.0, 105.0, 20, 106.0, 0.3, 100.0, 25
Cc1ccc(NC(=O)c2cc(N3C(=O)C=CC3=O)ccc2Cl)cc1C
 : 102.0, 102.0, -6.0, -2.1, 99.0, 101.0, 1, 105.0, -0.5, 103.0, 7
CCCCCCc1cc2cc(C(=O)Nc3ccccc3OC)c(=O)oc2cc1O
 : 101.0, 98.0, 22.7, -1.8, 103.0, 97.0, 1, 104.0, -0.6, 98.0, 5
C/C(=N/NC(=O)c1ccco1)c1ccc(NC(=O)c2ccc(F)cc2)cc1
 : 97.0, 98.0, nt, -0.9, 101.0, 95.0, 2, 103.0, 0.4, 99.0, 18
Cc1ccc(NC(=O)c2sc(N)nc2-c2ccccc2)cc1C
 : 96.0, 99.0, -41.9, 0.3, 97.0, 99.0, 9, 95.0, -0.5, 97.0, 14
Cc1ccc(Cl)cc1NC(=O)COC(=O)C1CC1
 : 92.0, 95.0, 5.3, 11.5, 93.0, 94.0, 16, 97.0, 1.5, 97.0, 12
CC1=CC(C)(C)n2c(O)c(N=NC(N)=S)c3cccc1c32
 : 98.0, 97.0, 9.7, 5.1, 101.0, 98.0, 15, 101.0, 0.9, 99.0, 16
CCOC(=O)C1CCN(S(=O)(=O)c2ccc(OCC)cc2)CC1
 : 99.0, 102.0, nt, 6.2, 98.0, 100.0, 13, 103.0, 0.0, 100.0, 36
CCCNC(=O)CS(=O)Cc1nc(-c2ccccc2C)oc1C (stereo not given)
 : 97.0, 97.0, nt, 3.0, 96.0, 98.0, 8, 101.0, 0.7, 101.0, 22
CCOC(=O)c1c(-c2ccccc2)csc1NC(=O)CSc1nncs1
 : 103.0, 101.0, 7.9, 22.0, 102.0, 101.0, 1, 106.0, 1.6, 99.0, 8
CCSc1nc2c(c(=O)[nH]1)C(c1cccnc1)C(C(=O)OC)=C(C)N2 (stereo not given)
 : 99.0, 101.0, 7.5, 6.5, 99.0, 100.0, 21, 104.0, 0.7, 100.0, 33
O=C(Cn1nnc(-c2ccc(F)cc2)n1)OCC(=O)c1ccccc1
 : 94.0, 91.0, -0.2, -1.9, 104.0, 93.0, 16, 94.0, 0.0, 89.0, 14
O=C(Cn1cc2c(n1)CCCC2)NCc1ccccn1
 : 97.0, 97.0, nt, 9.2, 100.0, 98.0, 6, 94.0, 0.7, 97.0, 19
O=C(Cn1cc(/C=N/O)c2ccccc21)N1CCOCC1
 : 102.0, 102.0, nt, -0.9, 101.0, 101.0, 8, 101.0, -0.1, 99.0, 36
CCOCCCNc1nc2c([nH]1)c(=O)n(C)c(=O)n2C
 : 101.0, 103.0, nt, 2.3, 101.0, 99.0, 13, 106.0, 0.2, 98.0, 44
CCCC(=O)Nc1cccc(NC(=O)c2ccc3c(c2)OCO3)c1
 : 101.0, 101.0, nt, 2.8, 92.0, 101.0, 13, 100.0, 0.6, 99.0, 23
O=C(N1CCCCCC1)n1c(Cc2ccccc2)nc2ccccc21
 : 104.0, 104.0, nt, 3.1, 103.0, 103.0, 21, 104.0, 1.8, 100.0, 15
Cn1cnnc1SC1c2cccc3cccc(c23)C1NS(=O)(=O)c1ccc(Cl)cc1 (stereo not given)
 : 103.0, 101.0, 11.7, 16.9, 106.0, 101.0, 15, 105.0, 8.3, 101.0, 9
CC1CCCN(CCCOc2ccc(Br)cc2Cl)C1 (stereo not given)
 : 99.0, 100.0, nt, 1.4, 104.0, 101.0, 5, 101.0, 0.8, 100.0, 23
Cc1nnc(C)n1N
 : 96.0, 95.0, -1.0, -1.8, 98.0, 95.0, 10, 95.0, -0.2, 94.0, 16
CCCC(=O)OC/C(O)=C(\C#N)c1nc2ccccc2[nH]1
 : 93.0, 91.0, -1.5, -3.0, 99.0, 93.0, 9, 91.0, -1.2, 92.0, 14
CCCNC(=O)/C(=C/c1cn(S(=O)(=O)N(C)C)c2ccccc12)NC(=O)c1ccc(OC)cc1
 : 96.0, 97.0, nt, 0.5, 106.0, 99.0, 8, 97.0, -0.9, 96.0, 10
CC(C)CCNC(=O)CCCOc1cc(=O)n(C)c2ccccc12
 : ?, ?, 7.2, 2.1, ?, ?, 39, ?, 0.4, ?, 10
CCOC(=O)N1CCN(C(=O)C2CCCN(S(=O)(=O)c3cc(C)ccc3OC)C2)CC1 (stereo not given)
 : 97.0, 98.0, -18.8, 1.1, 99.0, 100.0, 10, 99.0, 1.4, 96.0, 36
CCOC(=O)c1c(C)[nH]c(C(=O)COC(=O)CNC(=O)C2CCCCC2)c1C
 : 98.0, 99.0, nt, 5.5, 94.0, 97.0, 4, 100.0, 0.6, 97.0, 26
CC(=O)[C@@]1(O)CC[C@H]2[C@@H]3C[C@H](C)C4=CC(=O)CC[C@]4(C)[C@H]3CC[C@@]21C
 : 99.0, 104.0, nt, 1.6, 104.0, 100.0, nt, 102.0, 0.1, 97.0, 17
Cc1cccc(C(=O)N(Cc2nc3ccccc3c(=O)[nH]2)C2CCCC2)c1
 : 95.0, 92.0, nt, 0.6, 101.0, 94.0, 13, 92.0, 0.1, 90.0, 14
CC1CCCCN1CCNC(=O)c1cc2c(-c3ccccc3F)nn(C)c2s1 (stereo not given)
 : 100.0, 102.0, nt, 1.2, 100.0, 101.0, 8, 104.0, -0.3, 99.0, 19
CCc1ccc(C(=O)COC(=O)c2cc([N+](=O)[O-])ccc2NCCO)cc1
 : 99.0, 96.0, -5.2, 5.7, 103.0, 97.0, 1, 105.0, 0.0, 97.0, 7
CCC(C)(C(=O)NC1CCCCC1)N(C(=O)C1CCC(=O)N1)c1ccc(C)cc1 (stereo not given)
 : 99.0, 101.0, nt, -0.1, 99.0, 100.0, 5, 99.0, 0.1, 99.0, 35
O=C(Nc1ccccc1N1CCCCC1)c1ccc(N2C(=O)c3ccccc3C2=O)cc1
 : 98.0, 99.0, -14.1, 46.5, 100.0, 98.0, 11, 101.0, 4.7, 97.0, 26
CCc1cccc(C)c1NC(=O)CSc1ncn[nH]1
 : 99.0, 101.0, nt, 2.5, 103.0, 99.0, 15, 100.0, 1.2, 99.0, 21
O=C(Nc1cc2c3c(c1)C1CCCC1CN3CC1CCCC21)c1ccccc1 (stereo not given)
 : 102.0, 100.0, nt, 38.3, 103.0, 103.0, 10, 107.0, 14.2, 98.0, 26
CCOC(=O)C1CCN(C(=O)CSCc2nc(-c3ccc(OCC)cc3)oc2C)CC1
 : 103.0, 104.0, nt, 5.8, 102.0, 101.0, 9, 107.0, 1.3, 100.0, 9
Cc1nn(-c2ccccc2)c(Cl)c1/C=C1/C(=N)N2N=C(C(C)C)SC2=NC1=O
 : 93.0, 92.0, -1.9, -3.8, 99.0, 91.0, 2, 93.0, -0.3, 95.0, 6
CC(C)(C)NC(=O)COC(=O)c1ccc(F)cc1Cl
 : 97.0, 98.0, 17.3, 1.7, 108.0, 99.0, 9, 101.0, 0.8, 94.0, 17
O=C1CC(N2CCC(O)(c3ccc(Br)cc3)CC2)C(=O)N1c1ccc(Cl)cc1 (stereo not given)
 : 101.0, 103.0, 2.6, 1.0, 97.0, 98.0, 3, 105.0, 0.4, 101.0, 5
CCOC(=O)c1ccc2ncc(C(=O)OCC)c(Nc3ccc(N4CCOCC4)cc3)c2c1
 : 101.0, 97.0, -4.1, 43.2, 99.0, 100.0, 15, 103.0, 27.6, 97.0, 17
Nc1c(-c2cccc(Cl)c2)cnn1-c1cccc([N+](=O)[O-])c1
 : 97.0, 96.0, -4.5, 32.0, 101.0, 96.0, 11, 103.0, 0.5, 97.0, 34
CN1CCCC(OC(=O)c2cc(Br)ccc2Cl)C1 (stereo not given)
 : 100.0, 101.0, nt, 0.1, 99.0, 100.0, 6, 104.0, 0.0, 100.0, 4
COCCNC(=O)C(OC(=O)c1cccs1)c1ccc(F)cc1 (stereo not given)
 : 100.0, 100.0, nt, 7.7, 98.0, 99.0, 8, 101.0, 0.7, 98.0, 13
COc1ccc(CCNC(=O)COC(=O)/C=C/c2cccs2)cc1OC
 : 92.0, 94.0, 13.5, 1.2, 95.0, 92.0, 11, 92.0, -0.1, 90.0, 25

# Structural class: those above containing a Cl atom.
# Values run as follows: HRas wt GTP, Cdc42 wt, Pf gamet viab, ABCG2 inh, Rab7 wt modul, Rab2A wt mod, Avidin fluor, Rac1 wt GTP bind, ABCB1 block, Rac1 mut GTP, GSH bead fluor
Cc1ccc(NC(=O)c2cc(N3C(=O)C=CC3=O)ccc2Cl)cc1C
 : 102.0, 102.0, -6.0, -2.1, 99.0, 101.0, 1, 105.0, -0.5, 103.0, 7
Cc1ccc(Cl)cc1NC(=O)COC(=O)C1CC1
 : 92.0, 95.0, 5.3, 11.5, 93.0, 94.0, 16, 97.0, 1.5, 97.0, 12
Cn1cnnc1SC1c2cccc3cccc(c23)C1NS(=O)(=O)c1ccc(Cl)cc1 (stereo not given)
 : 103.0, 101.0, 11.7, 16.9, 106.0, 101.0, 15, 105.0, 8.3, 101.0, 9
CC1CCCN(CCCOc2ccc(Br)cc2Cl)C1 (stereo not given)
 : 99.0, 100.0, nt, 1.4, 104.0, 101.0, 5, 101.0, 0.8, 100.0, 23
Cc1nn(-c2ccccc2)c(Cl)c1/C=C1/C(=N)N2N=C(C(C)C)SC2=NC1=O
 : 93.0, 92.0, -1.9, -3.8, 99.0, 91.0, 2, 93.0, -0.3, 95.0, 6
CC(C)(C)NC(=O)COC(=O)c1ccc(F)cc1Cl
 : 97.0, 98.0, 17.3, 1.7, 108.0, 99.0, 9, 101.0, 0.8, 94.0, 17
O=C1CC(N2CCC(O)(c3ccc(Br)cc3)CC2)C(=O)N1c1ccc(Cl)cc1 (stereo not given)
 : 101.0, 103.0, 2.6, 1.0, 97.0, 98.0, 3, 105.0, 0.4, 101.0, 5
Nc1c(-c2cccc(Cl)c2)cnn1-c1cccc([N+](=O)[O-])c1
 : 97.0, 96.0, -4.5, 32.0, 101.0, 96.0, 11, 103.0, 0.5, 97.0, 34
CN1CCCC(OC(=O)c2cc(Br)ccc2Cl)C1 (stereo not given)
 : 100.0, 101.0, nt, 0.1, 99.0, 100.0, 6, 104.0, 0.0, 100.0, 4
